Screening results deposited in PubChem BioAssay by several laboratories.
Large T inhibition = SV40 large T antigen inhibitors, biochemical (AID 1903); SV40 large T antigen ATPase/helicase inhibition assay; higher % means a stronger effect; inhibition, % at 20 µM; hits with a dose series show IC50 in µM; actives 0.39% (n = 310,000); in the data active = a potency from the dose series; inconclusive = inhibition mostly from about 32% at the one dose, without a potency; inactive = the rest, 99 in 100 with inhibition below about 32%; also: strong numbers were not always called active
Rac1 GTP hydrolysis = MgcRacGAP GTPase-activating activity inhibitors, confirmation, biochemical, ADP Hunter fluorescence | MgcRacGAP-stimulated Rac1 GTP hydrolysis, ADP Hunter fluorescence; higher % means a stronger effect; GST-tagged Rac1 F28L mutant substrate | one-dose inhibition, % at 30 µM; IC50 in µM for titrated hits | AID 624330 | actives 0.6% (n = 340,000);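 active = first-screen hits whose inhibition reached a set limit at any dose in the follow-up dose series; inconclusive = inhibition above the set first-screen limit but never retested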;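 also: fluorescence reports GDP produced by GAP-driven GTP hydrolysis; strong numbers were not always called active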
GPR55 LPI antagonism = inhibition of LPI-stimulated GPR55 beta-arrestin translocation – imaging, U2OS, beta-arrestin-GFP, LPI agonist, primary screen (AID 2013); U2OS GPR55 beta-arrestin-GFP translocation imaging, LPI antagonism; higher % means a stronger effect; actives 0.13% (n = 290,000); inhibition, % at 10 µM; hits with a dose series show IC50 in µM;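 active = spots per cell inhibited over 60%, with over 100 cells counted and total cytoplasm intensity under 500,000; inconclusive = wells with under 100 cells, flagged as likely toxic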;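 also: U2OS cells stably carrying GPR55 and arrestin-GFP stimulated by 5 µM LPI near EC80; imaged beta-arrestin-GFP aggregate spots per cell after agonist stimulation; plate controls were LPI-stimulated DMSO wells for no effect and DMSO wells without LPI for full effect; some results filed as inactive read as strong as hits; confirmed hits need IC50 under 10 µM and bright autofluorescent wells are also inconclusive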
AID2073 = inhibitors of Mint1-CaV2.2 protein interaction, biochemical, HTRF (AID 2073); HTRF protein-protein interaction, Mint1-CaV2.2; higher % means a stronger effect; one-dose inhibition, % at 20 µM; IC50 in µM for titrated hits; actives 0.19% (n = 290,000); in the data active = inhibition mostly above about 51%, no sharp cut-off; inconclusive = no clear call, values can overlap the other calls; inactive = mostly below about 53%; also: some results filed as inactive read as strong as hits
Yfh1-off respiration = enhancers of respiration in Yfh1-depleted yeast, dose response, Friedreich's ataxia, plus single-dose screen (AID 1465); S. cerevisiae Yfh1-off respiration, WST-1 reduction, 72 h; higher fold induction means a stronger effect; fold induction at 50 µM; hits with a dose series show EC50 in µM; actives 0.074% (n = 220,000);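 active = fold induction of absorbance versus untreated yeast above a set limit, then at least 30% activation at any dose in follow-up; inconclusive = repeats straddling the limit, or above it without dose testing; inactive = fold induction below the set limit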;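 also: activators that raise dye reduction in frataxin-depleted yeast; strong numbers were not always called active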
GPR55 activation = GPR55 agonists via beta-arrestin recruitment, primary screen, imaging, U2OS cells, beta-arrestin-GFP redistribution (AID 1961); U2OS GPR55 beta-arrestin-GFP redistribution imaging; higher % means a stronger effect; one-dose activation, % at 10 µM; EC50 in µM for titrated hits; actives 0.048% (n = 290,000);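 active = activation above 40% with more than 50 cells counted in the well; inconclusive = wells holding fewer than 50 cells, flagged as toxic or sparse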;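 also: U2OS osteosarcoma cells stably expressing GPR55 and beta-arrestin-GFP; plate controls were DMSO negative control for no effect and LPI positive control for full effect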
Dengue-2 NS5 capping = Dengue-2 NS5 methyltransferase inhibitors, primary screen, biochemical, confirmation dose response (AID 588689); Dengue-2 NS5 methyltransferase capping enzyme assay, biochemical; higher % means a stronger effect; one-dose inhibition, % at 25 µM; IC50 in µM for titrated hits; actives 0.3% (n = 340,000); in the data active = a potency from the dose series; inconclusive = inhibition above about 29% without an active follow-up result
GPR35 antagonists = inhibition of zaprinast-stimulated GPR35 beta-arrestin translocation – imaging, U2OS, beta-arrestin-GFP, zaprinast agonist, primary screen (AID 2058); actives 0.052% (n = 290,000); inhibition, % at 10 µM; hits with a dose series show IC50 in µM; U2OS GPR35 beta-arrestin-GFP translocation imaging, zaprinast antagonism; higher % means a stronger effect;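 active = inhibition of at least 50% with at least 30 cells and total cytoplasm GFP at most 10,000,000; inconclusive = under 30 cells or total GFP of 10,000,000 plus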
NTR1 agonist = agonists of NTR1, primary screen, imaging, U2OS cells, beta-arrestin-GFP, high content (AID 493036); P30989; activation, % at 20 µM; actives 0.17% (n = 330,000); NTR1-U2OS beta-arrestin-GFP spot imaging, agonist mode;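 active = activation at or above 40% of the spot to cytoplasm intensity ratio, with at least 20 cells analyzed; inconclusive = wells under 20 cells, flagged as cytotoxic or low count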;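 also: 0% = DMSO without peptide and 100% = 100 nM NTR1 peptide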
Target sequence (P30989 whole entry, looked up): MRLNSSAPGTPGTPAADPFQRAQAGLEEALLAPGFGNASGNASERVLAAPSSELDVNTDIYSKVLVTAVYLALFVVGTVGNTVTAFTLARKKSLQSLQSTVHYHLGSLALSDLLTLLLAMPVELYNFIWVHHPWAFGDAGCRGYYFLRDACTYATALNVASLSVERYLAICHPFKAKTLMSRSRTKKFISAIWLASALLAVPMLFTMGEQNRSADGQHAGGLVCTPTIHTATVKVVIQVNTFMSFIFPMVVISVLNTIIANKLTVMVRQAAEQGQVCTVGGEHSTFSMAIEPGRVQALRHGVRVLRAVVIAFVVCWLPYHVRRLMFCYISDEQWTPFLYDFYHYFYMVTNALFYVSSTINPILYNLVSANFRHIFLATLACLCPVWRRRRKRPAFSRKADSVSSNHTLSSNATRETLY
NTR1 agonist cell count 20 µM = further read-out of NTR1 agonist, marked with its call; cell count; measured here: cell count, cytotoxicity flag
* = called active by the depositor; i = inactive; ? = inconclusive; . = not tested or not shown.

SMILES | Large T inhibition | Rac1 GTP hydrolysis | GPR55 LPI antagonism | AID2073 | Yfh1-off respiration | GPR55 activation | Dengue-2 NS5 capping | GPR35 antagonists | NTR1 agonist | NTR1 agonist cell count 20 µM
CCOC(=O)CC(=O)CSc1n[nH]c(=O)[nH]c1=O | 29.4% | 6.0% | -1.7% | 8.1% | i | -0.1% | 4.7% | -1.2% | 2.5 | 64
O=C(CN(Cc1ccccc1F)C(=O)c1csnn1)NCc1ccc2c(c1)OCO2 | -1.1% | 4.8% | 3.0% | -1.8% | . | -0.3% | 4.0% | 23.7% | -0.4 | 47
Cc1ccc(Oc2ncccc2/C=N/OCc2ccc(Cl)c(Cl)c2)cc1 | 22.7% | 9.1% | 9.8% | 3.1% | i | 0.2% | -2.7% | -1.8% | 1.3 | 56
CCn1nc(C(=O)NNC(=O)CCOc2cc(C)ccc2C)c2ccccc2c1=O | 20.7% | 5.3% | -5.8% | 2.2% | . | 0.0% | -5.8% | -1.2% | -1.0 | 54
CNC(=O)C(C#N)(Cc1cc(C(C)=O)ccc1OC)Cc1cc(C(C)=O)ccc1OC | 20.7% | 5.3% | 0.4% | 6.5% | . | 1.1% | 0.8% | 2.8% | 0.9 | 53
CCCn1c(SCC(=O)c2cc(OC)ccc2OC)nnc1C(C)C | 9.2% | 10.4% | 3.4% | -11.7% | i | -1.0% | -3.2% | 4.5% | -1.5 | 31
S=C(NNC(=S)NC1CC2CCC1C2)NC1CC2C=CC1C2 (stereo not drawn) | 14.1% | . | 1.9% | -28.7% | i | 0.5% | . | 4.3% | 2.8 | 56
CCCC(c1nnnn1CCc1ccccc1)N1CCC(C(N)=O)CC1 (stereo not drawn) | -1.4% | 2.9% | 8.0% | 15.4% | i | 0.4% | -3.1% | -4.1% | -1.6 | 91
O=C1[C@@H]2CSCN2C(=O)CN1Cc1ccc(F)cc1 | 7.8% | 2.6% | 3.4% | 23.5% | i | 0.0% | 6.2% | 3.7% | 0.7 | 26
CN1CCN(c2oc(-c3ccccc3)nc2S(=O)(=O)c2ccc(Br)cc2)CC1 | 9.5% | 7.5% | 3.4% | 6.0% | . | 0.3% | 1.3% | -2.6% | 5.8 | 56
Cc1ccc(C(=O)O)cc1NC(=O)c1cccs1 | 6.9% | -2.3% | -5.6% | 9.6% | i | -0.3% | -6.9% | -5.3% | 1.6 | 80
COC(CNC(=O)C1CC(=O)N(CCc2ccc(C)cc2)C1)OC (stereo not drawn) | 23.3% | 13.6% | -3.5% | 6.9% | . | 1.5% | -2.6% | -9.4% | -1.3 | 84
O=C(OC(C(=O)NC1CCCCC1)c1ccccc1F)c1ccco1 (stereo not drawn) | -11.6% | 3.5% | -14.4% | 2.4% | . | 0.0% | -5.8% | -5.3% | -0.8 | 48
COc1ccccc1N1C(=O)C2ON(c3ccccc3)C(c3ccc(N(C)C)cc3)C2C1=O (stereo not drawn) | 11.5% | . | -2.4% | 34.4% | i | -0.5% | . | -14.4% | . | .
CCOC(=O)c1c(NC(=O)COc2ncnc3sccc23)sc2c1CCC2 | 13.6% | 3.4% | -4.6% | 0.0% | i | 0.2% | -0.3% | 2.2% | 3.6 | 80
CCOc1ccccc1N1CCN(C(=O)Cc2ccc(S(=O)(=O)N3CCOCC3)s2)CC1 | 12.9% | 7.5% | . | . | . | . | -13.8% | . | -0.6 | 71
Cc1ccc(NC(=O)NCCN2CCCCC2)cc1C | 18.0% | -1.8% | 7.1% | 10.7% | . | -0.4% | -8.8% | 2.0% | -0.8 | 57
CCOc1ccc(CCNC(=O)c2ccc(CS(=O)Cc3ccc(Cl)cc3)o2)cc1OCC (stereo not drawn) | 13.7% | 11.0% | 13.4% | -1.3% | . | -0.1% | -4.4% | 3.3% | 1.7 | 45
COc1ccc(N2CC(C(=O)NCCc3ccc(Cl)cc3)CC2=O)cc1 (stereo not drawn) | 0.6% | 4.8% | -1.6% | 0.2% | . | -0.2% | -8.8% | 14.6% | -2.0 | 71
CN(Cc1ccccc1NS(=O)(=O)c1ccc(Cl)cc1)C1CCCCC1 | 1.8% | 1.0% | 8.2% | -6.0% | i | -0.2% | -3.8% | -6.8% | -0.8 | 53
CSc1cccc(NC(=O)CNC(=O)C2CCCCC2)c1 | 16.9% | 7.7% | 23.8% | 4.8% | . | -0.1% | -2.6% | -4.2% | 0.9 | 80
COc1cc(NS(=O)(=O)c2ccc(NC(=S)NC(=O)c3ccc(Br)cc3)cc2)ncn1 | 10.8% | 6.2% | 10.0% | 2.6% | . | -0.2% | -2.3% | 16.3% | 1.4 | 68
CC(=O)Nc1cc(C(=O)N(C)Cc2ccccc2)ccc1S(=O)(=O)c1ccc(C)cc1 | 11.8% | 6.2% | 5.2% | 8.0% | . | 0.0% | 5.3% | 16.9% | -0.2 | 84
COc1ccc(-c2nnc3n2C(C)(C)Cc2cc(OC)c(OC)cc2-3)cc1 | 1.8% | . | 13.5% | -1.6% | i | -0.1% | . | 4.6% | . | .
CC1CCCC(C)N1CCCNC(=O)C1CCCN(c2ncnc3c2nc2n3CCCCC2)C1 (stereo not drawn) | 3.7% | 7.8% | -10.4% | 11.9% | . | -0.1% | 2.3% | -17.0% | 0.4 | 61
O=C(O)c1ccccc1OCCOc1ccccc1 | 0.5% | 8.3% | 12.0% | 5.9% | i | -0.3% | 5.6% | -6.1% | 1.3 | 42
COc1ccc(/C=C(/NC(=O)c2ccccc2)c2nc3ccccc3[nH]2)cc1OC | 2.2% | 9.3% | -15.8% | 0.0% | i | 0.2% | 3.2% | -0.1% | 0.6 | 81
N=c1sccn1CC(=O)NC(=O)NC1CCCC1 | -16.4% | 7.2% | 0.0% | -0.9% | i | -0.3% | -2.2% | 3.0% | 0.1 | 53
CC(C)CCNC(=O)Cc1ccc(Nc2nc(=S)[nH]c3ccccc23)cc1 | -3.2% | 15.8% | 17.8% | -5.4% | i | -0.7% | -3.8% | 5.6% | 1.9 | 60
O=C(O)c1ccc(NS(=O)(=O)c2ccc(N3CCCC3)c([N+](=O)[O-])c2)cc1 | 7.4% | 15.2% | 7.5% | 6.5% | . | 0.3% | 1.3% | 1.6% | 0.2 | 94
CCOC(=O)CCC(=O)NCc1ccc2[nH]c(C)cc2c1 | 7.2% | 0.9% | 7.3% | 1.3% | i | -0.3% | 0.0% | -9.1% | 1.9 | 57
COc1ccc(S(=O)(=O)NCC2CCCN(C(=O)C3CCCC3)C2)cc1 (stereo not drawn) | 0.9% | 4.5% | -8.3% | 7.1% | i | 1.1% | -0.8% | -1.6% | 0.4 | 39
CCOc1ccccc1NC(=O)C1CCN(C(=O)c2cccs2)CC1 | -0.5% | -1.0% | 10.2% | -7.1% | i | -0.1% | . | 11.6% | 1.0 | 55
CN(C)C(=O)N1CCC(C(=O)NCc2ccccc2)CC1 | 1.1% | 3.0% | 9.9% | 8.4% | i | -0.1% | -1.4% | 0.6% | 1.1 | 43
Cn1cnnc1SCC(=O)NCCC(c1ccccc1)c1ccccc1 | 20.7% | 11.2% | 6.1% | 8.0% | i | 0.2% | -7.5% | 2.4% | -0.2 | 52
CC(Oc1cc2oc(=O)c3c(c2cc1Cl)CCC3)C(=O)NCc1ccccn1 (stereo not drawn) | 12.3% | 9.6% | -16.0% | -1.7% | . | -0.2% | -5.9% | -5.5% | 0.9 | 64
Cc1cc(NN)nc(NS(=O)(=O)c2ccccc2Cl)n1 | 7.2% | 2.5% | 4.2% | 1.4% | i | -0.2% | 3.8% | -2.2% | -0.5 | 37
N#Cc1cn(Cc2ccncc2)c(=O)[nH]c1=O | -4.6% | 4.5% | -7.1% | ? | i | -0.1% | 0.0% | -4.0% | 2.1 | 60
O=CN1CCCN(C(=O)CC2C(=O)NCCN2Cc2cccc(Oc3ccccc3)c2)CC1 (stereo not drawn) | . | 8.4% | 4.0% | 6.5% | . | -0.4% | 8.6% | 19.1% | 0.3 | 57
O=C(CN1C(=O)CSC1=O)Nc1ccccc1F | -1.4% | 8.8% | 3.1% | 11.2% | i | -0.1% | -0.8% | -10.5% | 4.4 | 48
Cc1ccc(S(=O)(=O)/N=C(/Sc2ccccc2C(=O)O)c2ccccc2)cc1 | 53.9% | 12.8% | 7.4% | 6.0% | . | -0.2% | -0.9% | 4.2% | -0.4 | 65
Cc1onc(-c2ccccc2Cl)c1C(=O)NCc1ccccc1 | 14.3% | -0.1% | 5.3% | 6.7% | i | 0.0% | -2.7% | 8.5% | 0.7 | 61
CCOC(=O)c1c(NC(=O)CSc2nc3ccccc3c(=O)n2-c2ccc(F)cc2)sc(C(C)=O)c1C | -0.3% | 4.2% | 4.1% | 0.9% | i | 0.8% | 0.9% | -6.2% | -1.9 | 68
O=C(CCn1c(=O)oc2ccccc21)NC1=NCCS1 | -2.7% | 4.2% | -3.2% | 9.9% | i | -0.2% | -4.1% | -8.0% | -0.1 | 59
CC1Cc2nc(SCC(=O)Nc3nccs3)n(C)c(=O)c2S1 (stereo not drawn) | -0.7% | 7.4% | 3.8% | -11.8% | i | -0.1% | -0.7% | 11.0% | 1.7 | 55
CCn1c(SCC(=O)N2CCN(c3ccccc3F)CC2)nnc1-c1ccoc1C | 11.2% | 10.1% | -20.1% | -2.5% | i | 0.0% | -4.9% | 14.6% | -1.6 | 54
Cc1ccc(C)c(Cn2c(=O)n(C)c(=O)c3sccc32)c1 | 11.3% | 7.7% | -3.8% | 4.4% | . | 0.2% | 4.1% | 2.2% | 0.0 | 64
Cc1c(CCC(=O)N2CCC[C@H]2C(=O)O)c(=O)oc2cc3oc4c(c3cc12)CCCC4 | 8.5% | 2.7% | -9.4% | 35.4% | . | -0.1% | 2.8% | -11.6% | -1.7 | 84
CN(C)CCCNS(=O)(=O)c1cc(Cl)ccc1Cl | -0.4% | -0.9% | 24.3% | 11.6% | i | 0.3% | -1.4% | -1.3% | 1.4 | 53

Pulled one by one from above, 2 records:
SMILES | Large T inhibition | Rac1 GTP hydrolysis | GPR55 LPI antagonism | AID2073 | Yfh1-off respiration | GPR55 activation | Dengue-2 NS5 capping | GPR35 antagonists | NTR1 agonist | NTR1 agonist cell count 20 µM
CN(C)CCCNS(=O)(=O)c1cc(Cl)ccc1Cl | -0.4% | -0.9% | 24.3% | 11.6% | i | 0.3% | -1.4% | -1.3% | 1.4 | 53
Cc1c(CCC(=O)N2CCC[C@H]2C(=O)O)c(=O)oc2cc3oc4c(c3cc12)CCCC4 | 8.5% | 2.7% | -9.4% | 35.4% | . | -0.1% | 2.8% | -11.6% | -1.7 | 84
